Assay outcomes deposited in PubChem by several laboratories.
TRPC4 act: opens the mouse TRPC4 cation channel | Q9QUQ5 | HEK293 TRPC4beta/mu-opioid, Fluo4 calcium fluorescence; hits give high values | B-score at 10 µM | actives 0.49% (n = 310,000);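 active means B-score above 5 SD of library B-scores, and initial fluorescence ratio not above library mean plus 5 SD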;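 further: positive B-score marks a calcium rise read as TRPC4 activation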
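System – HEK293 cells stably co-expressing mouse TRPC4beta and mu-opioid receptor · Signal – Fluo4 calcium-sensitive dye fluorescence, kinetic, 1 Hz baseline · Benchmarks – buffer (low) and maximal DAMGO (high) · Read-out – B score of integrated fluorescence ratio per well · Incubation – dye loading 45 min room temperature, 110 s kinetic read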
MrgX1 antagonist: blocks BAM8-22 activation of human MrgX1 receptor; Q96LB2; MRGX1-HEK293 calcium flux, Fluo-4, BAM8-22 antagonism; hits give low values; B-score at 10 µM; actives 1.3% (n = 310,000);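 active means calcium-response B-score plate-corrected more than 3 library SD below zero, starting fluorescence within 5 deviations, no agonist response on first addition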;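 further: peak minus trough fluorescence over baseline after final BAM8-22 challenge near maximal dose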
MrgX1 PAM: allosterically activates human MrgX1 receptor signaling; Q96LB2; MrgX1-HEK293, Fluo-4 calcium flux, FDSS; hits give high values; B-score at 10 µM; actives 0.63% (n = 310,000); AID 588675;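 active means plate-corrected calcium response at least 3 library SD above typical, normal starting fluorescence, not activating the receptor alone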;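 further: compound read alongside a low EC10 to EC30 dose of BAM8-22 agonist; peak minus trough fluorescence over baseline measured at the second addition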
TRPC4 PAM: allosterically enhances the mouse TRPC4 cation channel; actives 0.42% (n = 310,000); HEK293 TRPC4beta/mu-opioid, DAMGO EC20, Fluo-4 Ca2+ flux; hits give high values; B-score at 10 µM; Q9QUQ5;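 active means B-score of calcium response area above 5 SD of library B-scores, with initial fluorescence ratio within 5 SD of library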;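 further: B-score of integrated fluorescence ratio over time as area under calcium response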
TRPC6 inhibitor: blocks the mouse TRPC6 cation channel; Q61143; HEK293-TRPC6, membrane potential dye, ACh-evoked depolarization; hits give low values; B-score at 10 µM; actives 1.1% (n = 310,000); AID 2553;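 active means B-score under library mean minus 3 SD, initial fluorescence not abnormally high, positive integrated signal ratio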;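 further: B-score derived from integrated fluorescence ratio over the kinetic read; more negative B-score means stronger inhibition of depolarization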
Target sequence (Q61143 whole entry, looked up): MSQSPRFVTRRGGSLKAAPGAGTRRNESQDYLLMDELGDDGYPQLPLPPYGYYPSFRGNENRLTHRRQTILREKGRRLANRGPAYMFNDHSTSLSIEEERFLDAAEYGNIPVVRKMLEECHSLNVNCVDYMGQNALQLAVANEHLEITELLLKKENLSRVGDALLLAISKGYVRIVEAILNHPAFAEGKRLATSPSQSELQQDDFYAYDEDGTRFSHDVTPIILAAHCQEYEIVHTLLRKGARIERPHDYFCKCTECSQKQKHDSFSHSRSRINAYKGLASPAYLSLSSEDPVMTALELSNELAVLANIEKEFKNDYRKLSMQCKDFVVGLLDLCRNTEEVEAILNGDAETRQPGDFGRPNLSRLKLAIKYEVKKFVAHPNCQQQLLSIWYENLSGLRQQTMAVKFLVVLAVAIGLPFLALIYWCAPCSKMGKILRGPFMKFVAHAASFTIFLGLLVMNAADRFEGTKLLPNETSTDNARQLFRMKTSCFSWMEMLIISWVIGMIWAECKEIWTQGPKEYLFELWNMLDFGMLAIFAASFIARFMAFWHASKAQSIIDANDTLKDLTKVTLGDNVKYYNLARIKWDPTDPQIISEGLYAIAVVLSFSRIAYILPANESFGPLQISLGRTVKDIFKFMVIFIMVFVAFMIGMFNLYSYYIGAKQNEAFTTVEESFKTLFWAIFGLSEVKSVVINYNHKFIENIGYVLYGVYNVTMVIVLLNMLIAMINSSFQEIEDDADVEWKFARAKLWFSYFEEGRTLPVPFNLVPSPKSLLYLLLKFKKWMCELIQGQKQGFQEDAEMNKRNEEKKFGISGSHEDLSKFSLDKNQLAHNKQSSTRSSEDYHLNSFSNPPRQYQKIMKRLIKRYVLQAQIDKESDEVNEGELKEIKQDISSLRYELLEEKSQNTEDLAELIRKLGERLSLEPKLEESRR
PolyA inh: blocks polyadenylation in yeast reporter cells; calls only at 12 µM; S. cerevisiae SKY197-pL101 polyadenylation reporter, beta-gal luminescence; efflux-impaired pdr1/pdr3 knockout yeast; score 100 = 6 SD above DMSO; AID 1875; actives 0.02% (n = 300,000);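 active means lowest replicate activity score at least 50, where 100 means six control SD above control mean; inconclusive means lowest score under 50 but half or more replicates reach 50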;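 further: yeast exposed to compound for 9 h at 30 °C; higher score means more reporter readthrough which indicates perturbed polyadenylation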
MrgX1 ag: activates human MrgX1 receptor signaling | Q96LB2 | MrgX1-HEK293 cells, Fluo-4 calcium fluorescence, agonist mode; hits give high values | B-score at 10 µM | actives 0.44% (n = 310,000);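 active means calcium response B-score plate-corrected fluorescence ratio at least 3 library SD, with starting fluorescence B-score inside 5 SD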
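Test system: HEK293 cells stably expressing human MrgX1 receptor; amount: 15,000 cells per well; doses: compound delivered in addition one of three; times: overnight plating before 1 h dye loading; detection: Fluo-4 NW calcium-flux fluorescence, kinetic read; read-out basis: B-scored fluorescence response ratio; controls: positive and negative controls per plate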
TRPC6 act: mouse TRPC6 channel activation; Q61143; HEK293-TRPC6 membrane potential dye fluorescence; hits give high values; B-score at 10 µM; actives 0.13% (n = 310,000); AID 2550;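 active means B-score of the integrated fluorescence ratio above library mean plus 3 SD, and starting fluorescence ratio within library mean plus 5 SD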;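 further: higher score means more depolarization so channel activation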
AI-2 QS modul: Vibrio harveyi AI-2 quorum sensing modulation; AID 2094; activity change, % at 7.5 µM; Vibrio harveyi JMH597 AI-2 luminescence/OD600 ratio, 9 h; hits give low values; strain lacks LuxN and CqsS sensors; 0 = neutral-control median; actives 0.4% (n = 300,000); in the data active means activity change below about -75%, passing the limit was not always enough; inconclusive means no clear call, values can overlap the other calls;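 further: luminescence divided by OD600 gain over 9 h not by final OD600 alone; inactives centre near 13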
TRPC4 block: TRPC4 (mouse) channel inhibition; HEK293 TRPC4beta/mu-opioid, DAMGO-evoked Fluo4 calcium flux; hits give low values; B-score at 10 µM; actives 0.39% (n = 300,000);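 active means B-score over 3 SD under the library average, no early fluorescence shift, positive overall ratio signal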
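Assay system: HEK293 cells with stable TRPC4beta plus mu-opioid receptor expression; Probe or stimulus: DAMGO in two steps, submaximal then maximal; Dosing: single-point compound dosing; Measured by: Fluo4 calcium-dye fluorescence, kinetic read; Read-out basis: B score from integrated Fluo4 fluorescence ratio.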
HIF activator: HIF pathway transcriptional activation; actives 0.32% (n = 300,000); U2OS HRE-luciferase reporter, luminescence; normalized: DMSO 0%, desferrioxamine 100%; activation, % at 7.5 µM (by protocol);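 active means mean activation of at least 10% of the iron chelator positive control signal, with at least half of replicates also reaching 10%; inconclusive means mean and replicate majority disagree about reaching 10%; inactive means mean and most replicates under 10%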
* = called active by the depositor; i = inactive; ? = inconclusive; . = not tested or not shown.

SMILES	TRPC4 act	MrgX1 antagonist	MrgX1 PAM	TRPC4 PAM	TRPC6 inhibitor	PolyA inh	MrgX1 ag	TRPC6 act	AI-2 QS modul	TRPC4 block	HIF activator
CCN(CC(=O)NCc1cccs1)C(=O)c1ccccc1Cl	i	i	i	i	i	i	i	i	12	i	-0.3
c1ccc(CSc2nnnn2-c2ccccc2)cc1	i	i	i	i	i	i	i	i	-6	i	0.2
CCOc1ccc(NS(=O)(=O)c2cc(NC(=O)c3ccc(C)cc3)ccc2Cl)cc1	i	i	i	i	i	i	i	i	11	i	0.2
COC(=O)CCC(=O)Nc1cccc2c(NC(=O)CCC(=O)OC)cccc12	i	i	i	i	i	i	i	i	43	i	-0.2
COc1ccccc1OCCOCCOc1ccccc1Cl	i	i	i	i	i	i	i	i	8	i	0.5
C/C(=N\NC(=O)C1CC1)c1ccc(N2CCOCC2)cc1	i	i	i	i	i	i	i	i	18	i	0.7
COc1nc(C#N)nc(N(C)C)n1	i	i	i	i	i	i	i	i	14	i	-0.2
COc1ccc(Cn2nnnc2C(c2cccs2)N2CCSCC2)cc1 (configuration not stated)	i	i	i	i	i	i	i	i	37	i	0.4
CC(=O)Cn1c(=O)c2c(nc3n2CCCN3Cc2ccccc2)n(C)c1=O	i	i	i	i	i	i	i	i	9	i	35*
Cc1ccc(C(=O)C(C)OC(=O)CCN=C2NS(=O)(=O)c3ccccc32)cc1 (configuration not stated)	i	i	i	i	i	i	i	i	11	i	1.3
Cc1c(NC(=O)CN2C(=O)c3ccccc3S2(=O)=O)c(=O)n(-c2ccccc2)n1C	i	i	i	i	i	.	i	i	14	i	.
O=C(O)CSC1c2ccccc2C(=O)N1c1ccccc1 (configuration not stated)	i	i	i	i	i	i	i	i	13	i	-0.4
O=C1NC(=O)C2(COC3(CCCC3)OC2)S1	i	i	i	i	i	i	i	i	12	i	-1.1
COc1ccc(S(=O)(=O)N2CCCCCC2)cc1C(=O)N(C)Cc1ccco1	i	i	i	i	i	i	i	i	-10	i	0.1
CCOC(=O)c1ccc(NC(=O)NCc2ccccc2)cc1	i	i	i	i	i	i	i	i	-21	i	0.2
NS(=O)(=O)c1cccnc1Nc1c(Cl)cccc1Cl	i	i	i	i	i	i	i	i	23	i	0.2
Cc1cccc(-c2nc3ccccc3c(=O)n2NC(=O)c2ccc([N+](=O)[O-])c(C)c2)c1	i	i	i	i	i	i	i	i	20	i	-0.1
Cc1ccccc1CS(=O)(=O)Cc1ccc(C(=O)NCc2ccccn2)o1	i	i	i	i	i	i	i	i	12	i	0.0
Cc1nn(-c2ccccc2)c(C)c1P(=O)(c1ccccc1)N(C)C (configuration not stated)	i	i	i	i	i	i	i	i	11	i	-0.6
Cc1c(C(=O)Nc2ccc(Cl)cc2)c2ccccn2c1C(=O)c1ccc(F)cc1	i	i	i	i	i	i	i	i	10	i	-0.1
O=C(OCn1nnc2ccccc2c1=O)c1cccs1	i	i	i	i	i	i	i	i	34	i	0.1
O=C(COc1ccc(S(=O)(=O)NC2CCCCC2)cc1)NCc1cccnc1	i	i	i	i	i	i	i	i	34	i	0.1
CCOC(=O)N1N=C(C)CC1(O)c1ccccc1 (configuration not stated)	i	i	i	i	i	.	i	i	-20	i	-1.3
O=C(c1ccc(N2CCCCC2)c([N+](=O)[O-])c1)N1CCN(S(=O)(=O)c2ccccc2)CC1	i	i	i	i	i	i	i	i	22	i	0.0
Cc1nn(Cc2ccc(Br)cc2)c(C)c1NC(=O)c1nn(C)cc1Cl	i	i	i	i	i	i	i	i	16	i	-0.2
SMILES	TRPC4 act	MrgX1 antagonist	MrgX1 PAM	TRPC4 PAM	TRPC6 inhibitor	PolyA inh	MrgX1 ag	TRPC6 act	AI-2 QS modul	TRPC4 block	HIF activator
O=C(O)c1ccccc1Nc1ccnc(Cl)n1	i	i	i	i	i	i	i	i	14	i	-0.1
N#C/C(=C\c1cccs1)C(=O)N1CCOCC1	i	i	i	i	i	i	i	i	12	i	-0.4
Cc1c(C(=O)N2CC[C@@H](N3CCC(O)CC3)[C@H](O)C2)[nH]c2ccc(Cl)cc12	i	i	i	i	i	i	i	i	9	i	0.5
COc1ccc(C(=O)NCc2nnc(SCC(=O)N3CCc4ccccc43)n2Cc2ccccc2)cc1	i	i	i	i	i	i	i	i	10	i	-0.4
Cc1c(N2C(=O)CS/C2=N\N=C\c2ccc(Br)cc2)c(=O)n(-c2ccccc2)n1C	i	i	i	i	i	i	i	i	16	i	0.0
CCOC(=O)c1c(-n2c(C)cc(C=O)c2C)sc2c1CCCC2	i	i	i	i	i	i	i	i	3	i	-0.2
COc1ccc(-c2[nH]nc3oc(=O)cc(C)c23)cc1	i	i	i	i	i	i	i	i	48	i	-0.8
COC(=O)c1ccc(/C=N/NC(=O)CC(=O)NC(C)C)cc1	i	i	i	i	i	i	i	i	21	i	-0.2
Cc1cc2cc(CN(Cc3ccco3)C(=S)NCC3CCCO3)c(=O)[nH]c2cc1C (configuration not stated)	i	i	i	i	i	i	i	i	28	i	-0.2
O=C(Nc1ccc(C(=O)N2CCCCC2)cc1)c1ccccc1Br	i	-5.6*	i	i	i	i	i	i	15	i	-0.1
O=C(NNC1OC(CO)C(O)C(O)C1O)c1cccc(Br)c1 (configuration not stated)	i	i	i	i	i	i	i	i	-1	i	2.6
CCCCOc1ccc(/C(O)=C2/C(=O)C(=O)N(Cc3cccnc3)C2c2ccncc2)c(C)c1 (configuration not stated)	i	i	i	i	i	i	i	i	29	i	-0.2
CC(C)C(=O)Nc1cc(S(=O)(=O)Nc2cccc(Cl)c2)ccc1Cl	i	i	i	i	i	i	i	i	4	i	-0.2
Cc1ccc(S(=O)(=O)Nc2cc(C)cn(Cc3ccccc3)c2=O)cc1	i	i	i	i	i	i	i	i	12	i	-0.5
COc1cc(-c2nc(CN(C)C(C)c3ccncn3)c(C)o2)ccc1F (configuration not stated)	i	i	i	i	i	i	i	i	10	i	-0.3
Cc1c(C(=O)Nc2ccc(C(=O)O)cc2)cnn1C	i	i	i	i	i	i	i	i	5	i	0.1
O=C1COc2ccc(C(=O)CCl)cc2N1	i	i	i	i	i	i	i	i	38	i	-1.3
Cc1ccc(OCC(=O)Nc2ccc(NC(=O)c3ccccc3)cc2)cc1C	i	i	i	i	i	i	i	i	9	i	-1.1
Cc1ccccc1NC(=O)C(C)OC(=O)CNS(=O)(=O)c1ccc(C#N)cc1 (configuration not stated)	i	i	i	i	i	i	i	i	28	i	-0.4
CC(=O)NC1C(Oc2ccccc2C)OC(CO)C(O)C1O (configuration not stated)	i	i	i	i	i	i	i	i	17	i	-0.3
COc1cccc(NC(=O)CCS(=O)(=O)c2ccc3c(c2)oc(=O)n3C)c1	i	i	i	i	i	.	i	i	25	i	-0.1
COc1ccccc1C(=O)NNC(=O)c1ccccc1Br	i	i	i	i	i	i	i	i	28	i	1.2
CCOc1cc([N+](=O)[O-])cc2c1C(=O)Nc1ccccc1O2	i	i	i	i	i	i	i	i	19	i	0.1
Nc1ccc(C(=O)N/N=C\C=C\c2ccc([N+](=O)[O-])cc2)cc1	i	i	i	i	i	i	i	i	21	i	-0.6
CC(=O)c1ccc(OCC(=O)Nc2ccc3nc(C)sc3c2)cc1	i	i	i	i	i	i	i	i	-4	i	0.1
SMILES	TRPC4 act	MrgX1 antagonist	MrgX1 PAM	TRPC4 PAM	TRPC6 inhibitor	PolyA inh	MrgX1 ag	TRPC6 act	AI-2 QS modul	TRPC4 block	HIF activator
COCCn1cc(C(=O)c2cc(Br)ccc2O)cc(C#N)c1=O	i	i	i	i	i	i	i	i	15	i	0.0
CC(=O)Nc1ccc(NC(=O)C(Cc2ccccc2)NC(=O)C2CCC(C)CC2)cc1 (configuration not stated)	i	i	i	i	i	i	i	i	3	i	-0.1
CC(C)c1ccccc1OCC(=O)NN1C(=O)c2ccccc2C1=O	i	i	i	i	i	.	i	i	-7	i	-0.1
CCCc1cc(NCCCN2CCOCC2)n2c(nc3ccccc32)c1C#N	i	i	i	i	i	i	i	i	10	i	0.1
Cc1cccc(CNS(=O)(=O)c2ccc(-c3cnc(C4CC4)o3)cc2)c1	i	i	i	i	i	i	i	i	2	i	0.6
N=c1c(C(=O)NCCN2CCOCC2)cc2c(=O)n3ccccc3nc2n1CCCN1CCOCC1	i	i	i	i	-7.6*	i	i	i	16	i	0.5
O=C(c1cnccn1)N1CCc2ccccc2C1	i	i	i	i	i	i	i	i	27	i	-0.2
COc1ccc(CC(=O)Nc2ccccc2C(=O)NCCc2ccccc2)cc1	i	i	i	i	i	i	i	i	.	i	-4.3
O=[N+]([O-])/C=C/c1ccc2c(ccn2Cc2ccccc2)c1	i	i	i	i	i	i	38*	i	?	i	-1.7
O=[N+]([O-])c1cc(S(=O)(=O)Nc2ccccc2)ccc1N1CCN(c2ccc(O)cc2)CC1	i	i	i	i	i	i	i	i	25	i	-0.2
CC(=O)C1=C(O)C(=O)N(Cc2ccccc2)C1c1ccc(N(C)C)cc1 (configuration not stated)	i	i	i	i	i	i	i	i	-2	i	-3.3
CC(=O)c1cnc(-c2cccc(Cl)c2)s1	i	i	i	i	i	i	i	i	5	i	.
CCOc1ccc(NC(=O)CN(C)C(=O)c2c(-c3c(F)cccc3Cl)noc2C)cc1OCC	i	i	i	i	i	i	i	i	17	i	-0.4
Cc1cccc([C@@H]2[C@@H]3C(=O)N(Cc4ccccc4)C(=O)[C@@H]3[C@]3(Cc4ccccc4)C(=O)N(c4ccc(C(F)(F)F)cc4)C(=O)N23)c1	i	i	i	i	i	i	i	i	28	i	-0.4
CCC1=C(OC(=O)N(CC)CC)N2C(=O)OC(=NCC3CC3)[C@]2(Cc2ccccc2)[C@H]2C1=CC[C@H]1C(=O)N(CC(=O)OC)C(=O)[C@H]12	i	i	i	i	i	i	i	i	-7	i	-0.2
Cc1c(Cc2ccccc2)c(=O)oc2cc(OCc3nn[nH]n3)ccc12	i	i	i	i	i	i	i	i	36	i	0.0

An excerpt. The share of hits here may be higher or lower than overall.
